ADAM10 inh: ADAM10 inhibition, QFRET primary screen | recombinant ADAM10, EDANS/DABCYL FRET peptide cleavage, 3 h | inhibition, % at 7 µM | actives 0.62% (n = 370,000) | AID 720582;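 active means inhibition above a per-campaign cutoff equal to the mean of compounds falling between control-based bounds plus 3 SD, cut at about 20% in these data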;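 further: 0% = DMSO wells while the 100% control is not disclosed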
rCAG binder: r(CAG) repeat RNA binding; TO-PRO-1 dye displacement fluorescence; inhibition, % at 3 µM; actives 1.3% (n = 370,000); AID 651821;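 active means inhibition above the plate cutoff, the mean of all test compounds on that plate plus 3 SD, cut at about 35% in these data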;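 further: 0% = DMSO alone and 100% = 100 µM mitoxantrone as full dye displacement; higher means more dye released from RNA so lower well fluorescence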
sPLA2-III inh: Inhibits HGIII-sPLA2 liposome hydrolysis, primary screen. QFRET BODIPY PC-A2 liposome hydrolysis, fluorescence. inhibition, % at 12.2 µM. actives 0.56% (n = 370,000). Q9NZ20;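 active means inhibition above mean plus 3 SD of compounds lying within the high and low control bounds, cut at about 19% in these data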;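 further: 0% = median of test compound wells and 100% = no enzyme DMSO wells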
GC-B act: GC-B (human) receptor activation | P20594 | HEK293-GC-B cells, CNP EC30, cGMP TR-FRET; 0% at EC30 CNP, 100% saturating CNP | activation, % at 10 µM | actives 0.11% (n = 370,000) | AID 1920062;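 active means activation at 10 µM reaching about 35% in either raw or pattern-adjusted values, limit read from the data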
proKLK7 act: proKLK7 (human) activation, primary screen | AID 652039 | purified proKLK7, EDANS-DABCYL substrate fluorescence; 100% is mature enzyme control, 0% vehicle | activation, % at 7 µM | actives 0.9% (n = 370,000) | P49862;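 active means activation above the mean of all tested compounds plus 3 SD, computed per campaign excluding outliers beyond control limits, cut at about 13% in these data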
ARFGAP1 inh: rat ARFGAP1 inhibition. Q62848. AID 651572. inhibition, % at 16.5 µM. Arfgap1-stimulated ARF1 GTP hydrolysis, GDP FP detection. actives 0.26% (n = 360,000);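 active means inhibition above a per-plate limit, mean inhibition of low control wells plus 3 SD, cut at about 25% in these data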;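 further: 0% = DMSO wells with enzyme and 100% = wells lacking Arfgap1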
Target sequence (Q62848 1-136 limits assumed): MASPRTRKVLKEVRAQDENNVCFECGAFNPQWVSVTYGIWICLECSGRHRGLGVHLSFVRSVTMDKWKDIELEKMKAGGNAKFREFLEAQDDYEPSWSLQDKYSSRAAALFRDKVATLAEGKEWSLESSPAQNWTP
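Assay system: Rat Arfgap1 GAP domain (His6, aa 1-136), purified enzyme | Buffer or medium: HEPES 25 mM pH 7.5, NaCl 150 mM, MgCl2, DTT | Schedule: GTP hydrolysis reaction 2 h at 25 °C | Signal: FP of antibody-bound GDP Alexa 633 tracer, ex 620/em 688 nm | Measure: Percent inhibition of Arfgap1-stimulated GTP hydrolysis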
Tn6 DDE FP: DD(E)-Tn6 binding inhibition, primary FP screen; actives 0.21% (n = 370,000); AID 720509; inhibition, % at 8.3 µM; P02675; Fibrin DD(E) TRITC-Tn6 fluorescence polarization displacement;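 active means inhibition above a per-campaign cutoff: mean of compounds within control limits plus 3 SD, cut at about 15% in these data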;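 further: 0% = median of all compound wells on the plate and 100% = blocking peptide control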
Target sequence (P02675 whole entry, looked up): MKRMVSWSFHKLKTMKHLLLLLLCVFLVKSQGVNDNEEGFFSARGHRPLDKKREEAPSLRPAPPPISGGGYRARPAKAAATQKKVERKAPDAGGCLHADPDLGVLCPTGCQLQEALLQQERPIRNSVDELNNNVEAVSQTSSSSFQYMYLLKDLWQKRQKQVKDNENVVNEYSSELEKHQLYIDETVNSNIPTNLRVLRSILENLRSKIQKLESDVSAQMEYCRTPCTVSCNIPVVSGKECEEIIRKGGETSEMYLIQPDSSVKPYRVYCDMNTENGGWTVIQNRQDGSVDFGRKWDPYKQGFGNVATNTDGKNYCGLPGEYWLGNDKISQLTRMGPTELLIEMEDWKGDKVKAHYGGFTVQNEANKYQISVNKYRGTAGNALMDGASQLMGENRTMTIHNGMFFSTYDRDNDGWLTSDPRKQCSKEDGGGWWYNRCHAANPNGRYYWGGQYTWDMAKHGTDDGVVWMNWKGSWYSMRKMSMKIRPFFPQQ
FXN GAA850 act: frataxin GAA850 promoter activation | actives 0.56% (n = 360,000) | activation, % at 6 µM | AID 540364 | HEK293 lucGAA850 FXN promoter luciferase reporter, 24 h; percent of 10 µM SAHA response;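 active means activation above the average of all compounds screened plus 3 SD, cutoff fixed separately per campaign, cut at about 7.5% in these data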;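 further: 0% = DMSO wells and 100% = 10 µM SAHA wells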
ASAP1 inh: ASAP1 ArfGAP inhibition | AID 624377 | inhibition, % at 16.5 µM | actives 0.19% (n = 360,000) | ASAP1-stimulated ARF1 GTP hydrolysis, GDP FP detection | Q9ULH1; in the data active means inhibition above about 25%;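 further: 0% = vehicle with enzyme and substrate and 100% = no enzyme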
Target sequence (Q9ULH1 325-724 limits assumed): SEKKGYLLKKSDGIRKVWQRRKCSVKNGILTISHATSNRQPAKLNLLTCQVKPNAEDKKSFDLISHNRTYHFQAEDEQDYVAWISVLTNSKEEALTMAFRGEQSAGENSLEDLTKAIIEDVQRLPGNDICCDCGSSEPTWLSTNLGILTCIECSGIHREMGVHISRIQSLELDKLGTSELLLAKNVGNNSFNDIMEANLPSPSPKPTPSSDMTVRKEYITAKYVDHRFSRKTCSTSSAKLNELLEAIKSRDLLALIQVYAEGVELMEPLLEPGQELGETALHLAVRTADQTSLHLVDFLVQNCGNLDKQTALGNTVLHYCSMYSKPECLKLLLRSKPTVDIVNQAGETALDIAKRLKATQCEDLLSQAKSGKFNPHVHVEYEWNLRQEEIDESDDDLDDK
GC-A act: GC-A (human) enzyme activation | P16066 | HEK293 GC-A cells, cGMP TR-FRET, EC30 ANP; 0% at EC30 ANP, 100% saturating ANP | activation, % at 10 µM | actives 0.14% (n = 370,000); in the data active means activation above about 40%
The depositor's hits bear a star; · = not tested or not shown.

SMILES	ADAM10 inh	rCAG binder	sPLA2-III inh	GC-B act	proKLK7 act	ARFGAP1 inh	Tn6 DDE FP	FXN GAA850 act	ASAP1 inh	GC-A act
O=C(Nc1cc(Cl)ccc1N1CCOCC1)c1ccc(N2CCCC2=O)cc1	-5	5	3	1	-6.4	9	2	-0.3	8	2
COc1ccc(C(=O)C[C@@H]2OC[C@H](C(C)C)N2S(=O)(=O)c2ccc(C)cc2)cc1OC	0	2	1	5	1.0	2	4	·	-10	3
Cc1ccc(C(=O)NC(=S)NCCCN2CCOCC2)cc1	3	-6	5	1	-0.3	-6	6	3.1	-7	2
CN(C)C(=O)c1cccc(-c2ccc3nncn3c2)c1	-3	2	5	5	1.0	-6	5	0.8	-1	-4
COCCNC(=O)c1ccc(CSCc2cccc(Cl)c2)o1	-5	-5	2	0	0.2	-3	0	1.1	-2	3
CCN1Cc2ccccc2-c2ccccc2S1(=O)=O	-1	3	-3	-2	0.5	1	-3	-1.7	-6	-1
CC(O)CNCc1cccc2ccccc12 (stereo not given)	7	2	1	1	0.3	-4	2	-0.9	-2	-5
Cc1ccccc1C(=O)Nc1ccccc1C(=O)NCC(C)C	-4	-4	6	4	-0.2	-5	4	-2.2	2	0
Cc1ccc(NC(=S)N2CCCC2)cc1C	0	-1	7	2	0.1	2	5	1.4	11	3
O=C(NCc1ccccn1)c1ccc(NC(=O)c2ccco2)cc1	-3	0	1	2	0.0	-12	-7	-0.3	2	-2
CC[C@]12c3[nH]c4ccc(Cl)cc4c3CCN1C(=O)[C@@H](CC(=O)NC/C=C(\C)CCC=C(C)C)C[C@@H]2C(=O)N1CCN(C(=O)c2ccco2)CC1	4	8	-33	-5	-0.3	0	2	-3.7	12	-9
COc1cccc(NC(=O)CCC2CCN(C(=O)c3cccc(NC(C)=O)c3)CC2)c1	4	-4	3	6	-0.4	11	11	0.3	0	0
Cc1ccc(C(C)C)c(OCC(=O)Nc2ccc(N3CCOCC3)cc2N2CCOCC2)c1	8	-2	4	-5	0.3	-3	11	-0.8	7	-3
Cc1cccc[n+]1C1C(c2ccc([N+](=O)[O-])cc2)C(C#N)=C(C(=C=[N-])C#N)NC1(O)C1CC1 (stereo not given)	-24	10	-6	1	0.9	10	3	0.2	-4	-3
Cc1ccc2c(c1)N(C(=O)CCC(=O)NCC(C)c1ccccc1)CC(C)O2 (stereo not given)	-15	-3	-2	-10	0.3	-5	10	-0.8	-1	-7
COc1ccccc1CNC(=O)COc1ccc2c(c1)CCC2	3	-5	-5	0	0.1	-3	1	2.8	-7	3
C/C(=N\NC(=O)c1ccccc1F)c1ccc2c(c1)Nc1ccccc1S2	2	9	20*	0	0.2	3	2	5.9	6	-1
CCc1ccccc1N(CC(=O)NC1CCCCC1)C(=O)CCCC(=O)Nc1ccccn1	3	2	0	-1	0.2	1	-2	-1.0	12	-5
Cc1ccc(SCc2nc3ccccc3[nH]2)cc1	-6	4	-2	25	-0.3	-6	1	4.5	-1	5
CCOC(=O)C(NC(=O)c1ccccc1)=C(C)C	-1	1	2	-3	0.4	1	4	0.1	15	-2
CC1CCN(c2ccc3c(c2)S(=O)(=O)c2cccc(C(=O)NCc4ccc(F)cc4)c2C3=O)CC1	6	-2	-4	7	0.2	-8	-3	-0.6	-3	4
Cc1ccc(OCC(=O)N/N=C/c2cn(C)c3ccccc23)cc1	-8	4	17	-1	-0.6	14	-1	-0.5	11	-10
Cn1c(CNC(=O)c2ccccc2F)nnc1SCc1ccc(Cl)cc1	-6	-4	3	6	-0.3	-7	0	-1.3	-5	0
CCN(CC)C(=O)c1[nH]cnc1C(=O)NCCCCCNC(=O)OC(C)(C)C	-2	-12	4	5	0.2	7	1	0.9	3	-1
COc1cc2c(cc1OC)C(Cc1ccc(O)cc1)NCC2 (stereo not given)	-9	4	1	4	4.3	4	5	2.1	7	4
O=C(C1=C[C@H](c2ccc(C(F)(F)F)cc2)C[C@H](OCc2ccc(CO)cc2)O1)N1CCN(Cc2ccc3c(c2)OCO3)CC1	17	0	-20	-10	0.2	10	-9	-2.9	5	-8
COn1c(SCc2cccnc2)nc2ccccc2c1=O	-10	0	2	-8	-0.5	9	0	0.6	6	10
CCOC(=O)C1=CN(Cc2cccc(F)c2)S(=O)(=O)N(CC)C1CCc1ccccc1 (stereo not given)	1	5	-8	-7	-0.2	13	-4	-0.8	2	-1
CNc1ncnc2c1ncn2[C@H]1CN(C2CCCC2)C[C@@H](CO)O1	-18	1	9	5	0.0	-5	2	1.0	2	-1
CC(C)(C)n1nnnc1C(c1ccncc1)N(Cc1ccccc1)Cc1ccco1 (stereo not given)	3	2	-9	-2	0.8	1	8	0.9	-14	-21
O=C(NC(=S)Nc1nc(-c2ccc([N+](=O)[O-])cc2)cs1)c1ccco1	-9	7	-6	-2	-0.1	-1	-7	1.8	10	7
CC1(C)Cc2c(sc3nc(-c4ccccc4Cl)n(N)c(=O)c23)CO1	-5	-3	4	4	-0.1	-8	4	3.7	7	-1
CCC(C)c1ccc(NC(=O)NCc2cccnc2)cc1 (stereo not given)	-8	-2	-13	2	-0.3	7	-12	-0.6	-8	0
O=S1(=O)CC(N2CCN(Cc3ccccc3F)CC2)CN1Cc1cn(Cc2cccc(Cl)c2)nn1 (stereo not given)	-10	0	1	0	0.8	-4	-6	·	0	-1
Cc1ccc(-n2c(SCC(=O)N3Cc4ccccc4CC3C(=O)O)nnc2-c2cccnc2)c(C)c1 (stereo not given)	-1	12	-6	2	0.5	4	4	0.8	-7	1
Cc1ccc(NC(=O)/C=C\C(=O)O)c([N+](=O)[O-])c1	-8	-3	21*	4	0.2	15	4	0.3	5	0
Cc1nnc(NCc2cccc(Cl)c2)c2ccccc12	-3	5	-5	-1	0.3	6	0	0.9	-3	-8
CN1C(=O)N(CC(=O)N2CCN(S(=O)(=O)/C=C/c3ccccc3)CC2)C(=O)C12CCCCC2	-11	7	1	-2	-0.3	-3	2	-1.6	1	-1
C/C(=N\NC(=O)c1c(Cl)c(C)nn1C)c1ccc(NC(=O)COc2ccc(Cl)cc2C)cc1	-1	0	0	-1	0.4	9	6	-0.2	13	-3
Cc1ccc(NC(=O)c2oc3ccccc3c2NC(=O)c2ccc3c(c2)OCO3)cc1	-2	3	-2	-3	0.5	-4	-4	1.2	2	-3
COc1cccc2[nH]c3c(N4CCCC(C)C4)ncnc3c12 (stereo not given)	-252	1	4	-12	5.2	10	-3	1.6	9	9
CCC(C)(C)NC(=O)c1cc(S(=O)(=O)N2CCc3ccccc32)cn1C	-6	0	2	-19	-0.2	8	8	2.5	17	-31
O=C(C1CCCCC1)N1C[C@H](O)[C@@H](n2cc(C3CC3)nn2)C[C@@H]1c1ccccc1	1	-1	9	-7	-0.2	-1	-3	1.2	13	-3
CCn1c(SCC(=O)Nc2sc(C)c(C)c2C#N)nnc1C(C)C	-7	-3	5	-6	-0.2	-3	0	-2.1	-6	-7
Cc1cc(C(=O)N2CCCCCC2)cs1	-5	1	3	2	-0.3	7	1	-3.1	-16	7
Cc1ccnc(NS(=O)(=O)c2cc(C(F)(F)F)ccc2Cl)c1	-4	4	-5	-3	0.5	8	0	·	-2	-1
Cc1ccc(S(=O)(=O)N(C)c2ccc(C(=O)Nc3c(C)n(C)n(-c4ccccc4)c3=O)cc2)cc1	0	-4	-7	0	0.3	8	3	0.0	-8	2
CCCN(C(=O)Cc1csc(-c2ccccc2)n1)C1CCS(=O)(=O)C1 (stereo not given)	-12	3	-3	-5	0.6	0	1	2.0	0	1
CC1CCN(C(=O)C2CCCN2S(=O)(=O)c2ccc(Cl)cc2)CC1 (stereo not given)	-9	-4	5	-1	-0.5	13	-5	-0.9	7	0
CC(C)CC(=O)N1CCN(S(=O)(=O)c2ccccc2)CC1	-14	-2	7	7	0.3	0	-1	-0.7	-4	1
COc1ccc(C2/C(=C(\O)c3ccc4c(c3)OCCO4)C(=O)C(=O)N2CCCN(C)C)c(OC)c1 (stereo not given)	3	0	3	-4	-0.1	8	-6	0.4	8	2
Nc1nonc1-n1nncc1-c1ccccc1	-12	6	-10	9	0.0	5	-3	-1.1	13	-4
Nn1c(SCC(=O)NC2CCCCCC2)nnc1C(F)(F)F	-6	2	1	-2	0.6	9	0	1.8	-20	0
CC(Nc1cc(N2CCN(S(C)(=O)=O)CC2)ccc1[N+](=O)[O-])c1ccccc1 (stereo not given)	18	8	-19	-8	0.8	-3	3	4.3	4	-3
C/C(=C\c1ccccc1)C(=O)c1c(C)cc(C)[nH]c1=O	-7	-3	-3	0	0.3	2	3	0.3	-3	-2
CCCOc1ccc(C(=O)N2CC3(CC(c4cccc(NC(=O)[C@@H]5CCC(=O)N5)c4)=NO3)C[C@H]2C(=O)NC2(C(N)=O)CC2)cc1 (stereo not given in full)	2	1	-5	-1	0.1	12	2	2.2	10	1
ClCc1cc2ccccc2nc1Cl	-10	3	4	-5	-0.1	2	8	1.6	-8	3
CCC(=O)c1c[nH]c(C(=O)NCc2ccco2)c1	8	1	-8	1	-0.1	5	-6	1.1	6	3
CCOCc1nnc(NC(=O)CS(=O)(=O)c2ccc(C)cc2)s1	-7	4	-1	-1	0.2	-2	-1	3.7	0	-2
CCCCNC(=S)Nc1ccc(Oc2ccccc2)cc1	2	-1	0	-4	-0.1	-2	-1	-0.4	18	7

Entries listed so far marked active in sPLA2-III inh.
molecule,ADAM10 inh,sPLA2-III inh,GC-B act,proKLK7 act,ARFGAP1 inh,Tn6 DDE FP,ASAP1 inh,GC-A act
C/C(=N\NC(=O)c1ccccc1F)c1ccc2c(c1)Nc1ccccc1S2,2,20*,0,0.2,3,2,6,-1
Cc1ccc(NC(=O)/C=C\C(=O)O)c([N+](=O)[O-])c1,-8,21*,4,0.2,15,4,5,0

(continued)
SMILES	ADAM10 inh	rCAG binder	sPLA2-III inh	GC-B act	proKLK7 act	ARFGAP1 inh	Tn6 DDE FP	FXN GAA850 act	ASAP1 inh	GC-A act
COc1ccc(-c2cc(CCCC(=O)NCCc3ccc(OC)cc3OC)no2)cc1	2	4	-8	-4	0.0	-2	-6	-3.7	-1	-11
CCOC(=O)C1CCN(c2cc3c(cc2NC(=O)c2ccccc2F)n(C)c(=O)n3C)CC1	-22	2	8	0	3.1	4	-5	1.3	-3	-2
COc1ccc(CNC(=O)CCCC(=O)n2nc(C)c3ccccc32)cc1	1	3	-5	-5	-0.3	4	-11	2.4	-9	-1
O=C(O)CCCn1cc(NC(=O)c2ccc(F)cc2)cn1	-2	0	2	-7	0.1	-1	3	-0.9	-10	0
Cc1ccc2nc(SCC(=O)Nc3cccc(S(=O)(=O)NC4=NCCCCC4)c3)[nH]c2c1	-3	3	-36	-2	-0.6	-10	2	-2.0	1	-4
Cc1ccc(-c2nnc(-c3cccc(Br)c3)o2)cc1	-2	2	1	-6	-1.0	-10	0	3.7	3	-3

Among those listed so far, two have a cyano group.
SMILES	ADAM10 inh	rCAG binder	sPLA2-III inh	GC-B act	proKLK7 act	ARFGAP1 inh	Tn6 DDE FP	FXN GAA850 act	ASAP1 inh	GC-A act
Cc1cccc[n+]1C1C(c2ccc([N+](=O)[O-])cc2)C(C#N)=C(C(=C=[N-])C#N)NC1(O)C1CC1 (stereo not given)	-24	10	-6	1	0.9	10	3	0.2	-4	-3
CCn1c(SCC(=O)Nc2sc(C)c(C)c2C#N)nnc1C(C)C	-7	-3	5	-6	-0.2	-3	0	-2.1	-6	-7

Rows were taken by chance; any-hit rate near 4.5%.
